Shiga toxin inh: A qHTS for Small Molecule Inhibitors of Shiga Toxin | Vero cells, Shiga toxin protein synthesis inhibition reporter | inhibition, % at 38.7 µM | hit rate 9.2% among 290,000 | AID 2315, 2010; in the data active means inhibition mostly above about 28%, no sharp cut-off; inactive means mostly below about 43%; further: 0% is about no effect
FBPA Giardia inh: qHTS Assay for Inhibitors of Fructose-1,6-bisphosphate Aldolase from Giardia Lamblia; A8B2U2; purified Giardia FBPA; Potency, µM (doses to about 59.6 µM), for inactives: at the highest dose activity, negative = inhibition, most hits filed as inhibitors; hit rate 0.71% among 290,000; AID 2451, 2010; further: potency means the concentration at half of the fitted maximal effect; on the % scale 0 is the no-effect control and ±100 the full control effect; nearly all actives have a fitted effect of over 55% in size
Target sequence (A8B2U2 whole entry, looked up): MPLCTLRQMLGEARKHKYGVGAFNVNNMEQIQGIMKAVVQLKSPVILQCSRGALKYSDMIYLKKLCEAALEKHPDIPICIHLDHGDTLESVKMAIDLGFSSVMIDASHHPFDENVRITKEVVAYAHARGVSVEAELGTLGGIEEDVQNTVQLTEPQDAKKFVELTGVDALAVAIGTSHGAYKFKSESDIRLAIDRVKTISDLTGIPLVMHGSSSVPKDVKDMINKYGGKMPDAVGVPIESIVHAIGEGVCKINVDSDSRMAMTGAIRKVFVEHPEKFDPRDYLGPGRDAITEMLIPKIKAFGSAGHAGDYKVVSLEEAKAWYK
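Giardia FBPA (40 nM reagent) was preincubated 10 min at RT with compound (up to 57.5 uM final), then substrate plus GAPDH/TPI/NAD/arsenate coupling system with diaphorase/resazurin was added; resorufin fluorescence (525/598 nm) was read after 20 min.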
Pf growth 96h: Primary qHTS for delayed death inhibitors of the malarial parasite plastid, 96 hour incubation; Potency, µM (top dose mostly 28.7 µM), for inactives: at the top dose activity change, negative = inhibition, most hits filed as inhibitors; hit rate 6.9% among 320,000; P. falciparum luciferase reporter growth, 96 h; further: potency means the concentration at half of the fitted maximal effect; on the % scale 0 is the no-effect control and ±100 the full control effect
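Plates of compound plus infected erythrocytes (2% hematocrit, 0.05% parasitemia final) incubate 96 hours, 37 C, 5% CO2. Detection reagent added; reduced luminescence from the parasites' luciferase reporter flags inhibition.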
Sm TGR block: qHTS Assay for the Inhibitors of Schistosoma Mansoni Peroxiredoxins. hit rate 3% among 360,000. Potency, µM (highest dose often 114 µM), without a hit: top-dose activity change, negative = inhibition, most hits filed as inhibitors. AID 485364, 2010. Schistosoma mansoni thioredoxin glutathione reductase (TGR), Q962Y6. purified TGR, DTNB reduction, TNB absorbance 405 nm; further: potency means the concentration at half of the fitted maximal effect; on the % scale 0 is the no-effect control and ±100 the full control effect; nearly all actives have a fitted effect of over 60% in size
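First, TGR (20 nM dispensed) and NADPH were mixed with compound. Second, a 15 min room-temperature incubation followed. Third, further NADPH and then DTNB were added to start the reaction. Finally, TNB absorbance was monitored kinetically.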
Pf growth 48h: Primary qHTS for delayed death inhibitors of the malarial parasite plastid, 48 hour incubation; P. falciparum luciferase growth in erythrocytes, 48 h; Potency, µM (series often up to 28.7 µM), for the others: top-dose activity change, negative = inhibition, hits mostly inhibitors; hit rate 5.9% among 310,000; further: potency means the concentration at half of the fitted maximal effect; on the % scale 0 is the no-effect control and ±100 the full control effect
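Compounds are pin-transferred into medium, infected erythrocytes (2% hematocrit, 0.1% parasitemia final) are added, and plates sit one parasite generation at 37 C in 5% CO2. Detection reagent is then added and luminescence measured.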
CHX counter: Cycloheximide Counterscreen for Small Molecule Inhibitors of Shiga Toxin | cell reporter, cycloheximide protein synthesis inhibition counterscreen | max response, % | hit rate 12% among 300,000 | AID 2314, 2010; in the data active means max response mostly above about 13%, no sharp cut-off; inactive means mostly below about 14%; further: read at 38.3 µM for the half of the compounds with a filed dose; 0% is about no effect
The depositor's hits bear a star; ? = inconclusive; . = no result given; [ ] = dose if it differs, or a comment. Unless noted, the call rests on the fitted dose curve; in most records, active means well fitted curve in the direction sought with a large enough effect; inconclusive means small, poorly fitted or top-dose-only effect, or another doubt; inactive means no such curve, though single readings can be large; an effect the other way counts as inactive or inconclusive. Compounds as they come; 24% or so of the library scored in one or more.

mol	Shiga toxin inh	FBPA Giardia inh	Pf growth 96h	Sm TGR block	Pf growth 48h	CHX counter
CCOc1ccc(OC(=O)C(CCS(C)(=O)=O)N2C(=O)c3ccccc3C2=O)cc1 (configuration not stated)	15	-4%	-9%	-10%	.	-2
O=C1c2ccccc2NC(c2ccc(Cl)cc2Cl)N1O (configuration not stated)	-16	4%	-29%	-2%	?	-5
CC(C)(C)NC(=O)C(c1ccccn1)N(C(=O)c1csnn1)C1CCCCC1 (configuration not stated)	13	2%	-19%	.	2%	-5
CCS(=O)(=O)Nc1ccc(C(=O)c2ccccc2)cc1	-6	5%	10%	0%	7%	-1
O=C(NCCC1CCCCN1S(=O)(=O)c1ccc(F)cc1)C(=O)Nc1ccccc1 (configuration not stated)	.	.	?	-1%	-26%	.
O=C(CN1CCN(Cc2ccccc2)CC1)NCC1COc2ccccc2O1 (configuration not stated)	5	0%	-16%	-16%	8%	-1
COC(=O)C1=C(c2ccc(F)cc2F)C[C@@H]2CC[C@H]1N2C(=O)N1CCC(C)CC1	.	.	?	-6%	?	.
O=C(O)C1CC1(c1ccccc1)c1ccccc1 (configuration not stated)	15	-9%	57%[activator]	0%	?	-3
CCCCc1[nH]nc2c1C1(C(=O)N(CC)c3ccccc31)C(C#N)=C(N)O2 (configuration not stated)	3	2%	?	-9%	?	1
CCNCc1cc(Cl)cc(OC)c1OC(C)C	10	-7%	?	5%	-6%	0
COc1ccc(-n2nc(C(=O)NCC(=O)N3CCN(Cc4ccccc4)CC3)c3ccccc3c2=O)c(OC)c1	-7	1%	?	-13%	?	0
Nn1c(SCC(=O)Nc2nccs2)nnc1-c1ccccn1	.	.	-9%	-1%	14%	.
O=C(NCCCN1CCOCC1)C1CC(=O)N(c2ccccc2)C1 (configuration not stated)	-8	-3%	13%	-5%	36%[activator]	-1
C/C(=N\N=C\c1ccc(N(C)C)cc1)c1cccc([N+](=O)[O-])c1	50*	-7%	?	1%	67%[activator]	37*
O=C(CCCSc1nc2ccccc2[nH]1)Nc1nnc(-c2ccccc2)o1	11	2%	?	2%	?	-5
Cc1ccc2oc(=O)n(CCC(=O)Nc3ccc(N4CCOCC4)cc3)c2c1	-7	.	?	-3%	6%	-3
CC(C)c1cccc(C(C)C)c1NC(=O)c1ccccc1	1	1%	-22%	1%	-11%[5.75 µM]	-5
COc1ccc(C(=O)Nc2cc(-c3ccc(C)cc3)no2)cc1	16	-9%	30%[activator]	9%	28%	9
Cc1cccc(C)c1OCC(=O)Nc1ccccc1C(=O)N1CCOCC1	-13	.	114%[activator]	10%	0%	2
CC1C(=O)CCC1(C(=O)O)c1ccccc1 (configuration not stated)	2	4%[12.9 µM]	?	7%	1%	3
COc1c(N2CCN(C(=S)NCc3ccccc3)C(C)C2)c(F)cc2c(=O)c(C(=O)O)cn(C3CC3)c12 (configuration not stated)	-15	5%	2.9µM*	19%	9.3µM*	-4
CCN(CC)Cc1ccccc1Sc1ccccc1	6	-6%[12.9 µM]	-28%	2%	-2%	-5
CCc1ccc(OCC(=O)NCCN(C)C)c(Br)c1	16	1%	-10%	2%	-13%	11
CC12CC3CC(C)(C1)CC(C(=O)N1CCN(C(=O)C4CCCO4)CC1)(C3)C2 (configuration not stated)	-6	1%	?	-10%	3%	-6
CC(=O)N1Cc2ccccc2CC1C(=O)O (configuration not stated)	-6	7%	49%[activator]	-18%	.	-1
CCCOc1ccc(N2C(=O)CC(SC(=NC)Nc3ccc(F)cc3)C2=O)cc1 (configuration not stated)	-7	3%	.	-16%	4%	9
S=C(NCCc1ccccc1)N1CCN(C23CC4CC(CC(C4)C2)C3)CC1	-6	1%	89%[activator]	11%	9.3µM*	-5
COCCSc1nnc(NC(=O)c2cc(C(=O)OC)cc([N+](=O)[O-])c2)s1	-17	11%	-10%	.	?	-2
Cn1c2ccccc2c(=O)c2cc(C#CC3=CCCCC3)ccc21	.	.	?	2.2µM*	?	.
Cc1ccc(S(=O)(=O)N(C)CCCC(=O)Nc2cccc3ccccc23)cc1	-6	2%	-1%	0%	-15%	-4

(list continues)
mol	Shiga toxin inh	FBPA Giardia inh	Pf growth 96h	Sm TGR block	Pf growth 48h	CHX counter
CCCCCCCN1C(N(C)C)=NC[C@@H]1Cc1ccccc1	.	.	?	0%	4.7µM*	.
CCc1cc(C(=O)N2CCCC(C(=O)c3ccc(C(F)(F)F)cc3)C2)n(C)n1 (configuration not stated)	12	6%	-6%	-20%	41%[activator]	1
COc1ccc([C@H]2C=C(C(=O)O)O[C@@H](OCCCCO)C2)cc1	-2	-7%	19%	-32%	7%	2
Cc1ccc(-n2ccc(=O)c(C(=O)O)n2)cc1	3	17%	-11%	-7%	.	-1
COc1cc(OC)cc(C(=O)N[C@H](C(=O)OCC(=O)Nc2sccc2C#N)C(C)C)c1	-4	-9%	15%	4%	-16%	-1
COc1ccc(-c2sc(NC(C)=O)nc2-c2ccccc2)cc1	-5	-4%	33%[activator]	-1%	21%	-3
CCOC(=O)C1=C(C)Nc2nc(C)nn2C1c1cc(OC)ccc1OC (configuration not stated)	-13	0%	8.3µM*	-6%	17%	-2
Cc1ccc(C(=O)NCCOc2cccc3cccnc23)cc1Cl	4	3%	53%[activator]	6%	-29%	-4
COc1ccc(COC(=O)Nc2cc3c(C(F)(F)F)nn(C)c3s2)cc1	-18	-13%	32%[activator]	4%	?	-4
CCc1cc2c(N[C@@H](C)C(=O)O)ncnc2s1	-3	9%	29%[5.75 µM]	-2%	0%	9
COCCN(C(=O)CSc1nc(N)cc(=O)[nH]1)c1c(N)n(Cc2ccccc2)c(=O)[nH]c1=O	.	.	30%[activator]	10%	-7%	.
O=C(CCS(=O)(=O)Cc1ccc(Cl)cc1)NCCc1ccccc1	15	7%	6%	-3%	48%[activator]	19*
S=C(Nc1ccccc1)Nc1ccccc1-n1cccc1	28	-7%	?	-30%	?	22*
C=CCN(C(=O)CCC(=O)Nc1cc(C)on1)C(C(=O)NC1CCCC1)c1ccc(OC)cc1OC (configuration not stated)	-1	-1%	?	-3%	?	-2
Cc1ccc(CN=c2c([N+](=O)[O-])nn(-c3ccc(Cl)cc3)n2O)cc1	33	-17%	3.3µM*	-16%	75%[activator]	44*
Cc1ccn(CC(=O)N2CCCC(Nc3ccc(F)c(F)c3)C2)n1 (configuration not stated)	-19	.	2%	?	?	8
COc1cccc(CN(CC(=O)NCc2ccccc2)C(=O)c2csnn2)c1	33	17%	17%	-10%	12%	-5
CCOc1cc(/C=C2\C(=O)NN(c3ccccc3)C2=O)cc([N+](=O)[O-])c1O	1	-15%	59%[activator]	-11%	9%	-1
Cc1ccsc1/C=N/NC(=O)c1nnn(-c2nonc2N)c1-c1ccccc1	28	.	36%[activator]	9%	-1%	-5
Cc1cccc(S(=O)(=O)N/N=c2\sc3ccccc3n2C)c1	4	0%	28%	0%	35%[activator]	3
CC1CCN(C(=O)CCc2nc3cc(S(=O)(=O)N(C)C)ccc3n2C)CC1	-12	-8%	-25%	25%	?	1
COC(=O)c1cc2sc(Cl)cc2n1CC(=O)Nc1ccc(OC)c(OC)c1OC	16	-2%	21%	0%	0.41µM*	-3
COc1ccc(CCN(C)C2CCCN(S(=O)(=O)c3ccccc3F)C2)cc1OC (configuration not stated)	-11	9%	13µM*	-23%	?	-2
Cc1ccccc1NC(=O)c1csc2c1CCCC2	100*	-7%	13%	3%	?	41*
Cc1ccsc1-c1nc(CSCC(=O)NCCN2CCCC2)c(C)o1	-12	-9%	36%[activator]	-80%	?	-2
CC(CCc1ccccc1)N(C)CC(O)c1cccc([N+](=O)[O-])c1 (configuration not stated)	6	-8%	?	-7%	?	-2
COc1cc(OC)c2c(-c3ccccc3)cc(=O)oc2c1C(CCN1CCOCC1)c1ccc(N(C)C)cc1 (configuration not stated)	4	-12%	.	.	.	12
COc1ccc(NC(=O)CCNS(=O)(=O)c2ccc3c(c2)CC(C)N3C(=O)C2CC2)cc1 (configuration not stated)	10	4%	?	-18%	?	15
CCOC(=O)c1cc(C(=O)n2cc(Cl)cn2)nn1C	-3	10%	-16%	-7%	11%	-4
COc1ccc(CNC(=O)CCC(=O)Nc2nnc(CC(C)C)s2)cc1	-1	8%	62%[activator]	1%	43%[activator]	-2

Reformatted with values under each structure: 6 of the compounds above
Order of results: Shiga toxin inh, FBPA Giardia inh, Pf growth 96h, Sm TGR block, Pf growth 48h, CHX counter
> CCc1cc2c(N[C@@H](C)C(=O)O)ncnc2s1
 : -3, 9%, 29%[5.75 µM], -2%, 0%, 9
> COCCN(C(=O)CSc1nc(N)cc(=O)[nH]1)c1c(N)n(Cc2ccccc2)c(=O)[nH]c1=O
 : ., ., 30%[activator], 10%, -7%, .
> O=C(CCS(=O)(=O)Cc1ccc(Cl)cc1)NCCc1ccccc1
 : 15, 7%, 6%, -3%, 48%[activator], 19*
> S=C(Nc1ccccc1)Nc1ccccc1-n1cccc1
 : 28, -7%, ?, -30%, ?, 22*
> C=CCN(C(=O)CCC(=O)Nc1cc(C)on1)C(C(=O)NC1CCCC1)c1ccc(OC)cc1OC (configuration not stated)
 : -1, -1%, ?, -3%, ?, -2
> Cc1ccc(CN=c2c([N+](=O)[O-])nn(-c3ccc(Cl)cc3)n2O)cc1
 : 33, -17%, 3.3µM*, -16%, 75%[activator], 44*

Further results.
mol	Shiga toxin inh	FBPA Giardia inh	Pf growth 96h	Sm TGR block	Pf growth 48h	CHX counter
COP(=O)(OC)C(NC(=O)c1ccc(C)cc1)C(Cl)(Cl)Cl (configuration not stated)	10	-11%	26%	0%	41%[activator]	9
COc1ccc(N2CCN(S(=O)(=O)c3ccc(OC)c(-c4noc(C)n4)c3)CC2)cc1	-2	.	.	-1%	.	-8
N#C/C(=N\Nc1ccc(Cl)cc1)C(=O)c1ccsc1	53*	-13%	31%[activator]	-5%	45%[activator]	31*
COc1ccc(N2C(=S)N=C(Nc3ccccc3)C23CCCCC3)cc1	-4	10%	-19%	0%	6%	-5
CCCn1nnnc1SCC(=O)NCc1cccs1	14	10%	.	0%	28%	-5
COc1ccc(S(=O)(=O)N2CCCCC2)cc1NC(=O)CN(Cc1ccco1)Cc1ccco1	.	.	?	?	12µM*	.
CCOC(=O)c1oc2ccccc2c1NC(=O)c1ccc2c(c1)OCO2	-6	2%	13µM*	11%	12%	-3
COc1cc2c(cc1Cl)C(=O)C(F)(c1ccccc1)C(=O)N2 (configuration not stated)	-8	-3%	-5%	16%	?	-2
CC(=O)Nc1ccc(S(=O)(=O)NCCN2CCNC2=O)cc1Cl	4	.	7.4µM*	-7%	?	-5

Screening data: PubChem BioAssay, National Center for Advancing Translational Sciences (NCATS)
